Screening results as filed in PubChem.
ARNT TACC3 PPI: disrupts binding between human ARNT and TACC3; AlphaScreen His-ARNT PAS-B/GST-TACC3 binding, luminescence; TACC3 fragment carries E629A point mutation; inhibition, % at 9.99 µM; 0.66% of 390,000 active;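 active = mean inhibition of replicates at least 50% and at least half of replicates each reaching 50%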;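 also: 0% = complete ARNT plus TACC3 wells and 100% = ARNT alone without TACC3; many hits fall short of the cut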
Active calls of the source: *. Not all compounds are listed; count on the stated rates, not on these rows.

ARNT TACC3 PPI	SMILES
-8	COc1ccc(N2C(=O)CC(Sc3ncn[nH]3)C2=O)c(OC)c1 (stereo not drawn)
-1	Cc1c(C(=O)Nc2ccc(Oc3ccccc3)cc2)sc2nc3n(c(=O)c12)CCC3
3	O=C(CN1CCCCCC1)Nc1ccc(F)c(F)c1
-7	CCOC(=O)NC(Nc1ccc(S(N)(=O)=O)cc1)(C(=O)OCC)C(F)(F)F (stereo not drawn)
-7	O=C(Nc1ccccn1)c1cccc(S(=O)(=O)N2CCOCC2)c1
-5	COc1ccc(S(=O)(=O)N2CCOCC2)cc1Cl
-3	O=C1CC(=O)C(n2cncn2)C(c2cccc(Cl)c2)C1 (stereo not drawn)
-11	O=S(=O)(Nc1nc2c(s1)CCCC2)c1ccc2ccccc2c1
1	CCOC(=O)c1cc2sccc2n1CC(=O)N1CCN(C(=O)c2ccco2)CC1
-9	NC(=O)c1ccsc1NC(=O)COC(=O)Cc1cccc2ccccc12
0	NNC(=O)CCS(=O)(=O)c1ccc2ccccc2c1
1	CCN(CC)C(=O)c1c2c(nc3ccccc13)-c1ccccc1CC2
-9	CCC(C)NCCOCCOc1ccc(F)cc1 (stereo not drawn)
-14	Cc1cccc(N2C(=O)C3C4C=CC(C4)C3C2=O)c1 (stereo not drawn)
-5	Cc1ccccc1NC(=O)Nc1ccccc1C(=O)NCc1ccccc1
-5	Cc1ccc(-c2nn3nnnc3c3ccccc23)cc1
6	COc1ccc(-c2ccc(SCC(=O)N3c4ccccc4CC3C)nn2)cc1OC (stereo not drawn)
0	Cn1c(=O)c2c(-c3ccccc3)n(N3CCOCC3)cc2n(C)c1=O
-6	CCN(CC)C(=O)CSc1nc2cc(OC)c(OC)cc2c(=O)n1Cc1ccc(Cl)cc1
27	O=C(NC1CCCC1)C(NS(=O)(=O)c1cccc2nsnc12)c1ccccc1 (stereo not drawn)
-10	Clc1ccc(CSC2=NCCCN2)cc1Cl
2	CCOC(=O)CSC1=C(C#N)C(c2ccc(F)cc2)C(C(C)=O)=C(C)N1 (stereo not drawn)
-6	O=C(NCCN1C(=O)CCC1=O)c1ccncc1
-37	C=C(C)Cn1c(SCC(=O)O)nnc1-c1ccc(OC)cc1
0	CS(=O)(=O)N(CC(=O)Nc1cccc(Cl)c1)c1ccccc1Cl
-1	CCN(CC)Cc1c(O)ccc2c([N+](=O)[O-])c(C)n(-c3ccc(OC)cc3)c12
-6	COc1ccc(C(=O)Nn2c(SCc3ccc([N+](=O)[O-])cc3)nc3ccccc3c2=O)cc1
25	COCC(=O)N(C)c1nnc(-c2ccccn2)s1
-5	COc1ccc(C(=O)N2CCN(c3nnnn3-c3ccccc3)CC2)cc1OC
6	Cn1c(N2CCOCC2)nc2c1c(=O)n(Cc1ccc(Cl)c(Cl)c1)c(=O)n2C

5 entries from above, sorted by the value under ARNT TACC3 PPI, smallest number first:
ARNT TACC3 PPI	SMILES
-6	CCN(CC)C(=O)CSc1nc2cc(OC)c(OC)cc2c(=O)n1Cc1ccc(Cl)cc1
0	NNC(=O)CCS(=O)(=O)c1ccc2ccccc2c1
1	CCN(CC)C(=O)c1c2c(nc3ccccc13)-c1ccccc1CC2
2	CCOC(=O)CSC1=C(C#N)C(c2ccc(F)cc2)C(C(C)=O)=C(C)N1 (stereo not drawn)
3	O=C(CN1CCCCCC1)Nc1ccc(F)c(F)c1

Other structures follow:
ARNT TACC3 PPI	SMILES
-72	CC(C)OC(=O)c1cccc(C(=O)Oc2ccc(Br)cc2)n1
-6	O=C(O)CCCC(=O)Nc1c(F)c(F)c(F)c(F)c1F
-2	Cc1nc2ccccn2c1C(=O)c1ccccc1
-1	CC[C@@H](C)[C@H](NC(=O)C1CCN(C(=O)[C@@H](NS(=O)(=O)c2ccc(C)cc2)C(C)C)CC1)C(=O)O
1	Nc1nnc(SCc2ccccc2)n1-c1ccccc1
-3	CCS(=O)(=O)c1ccc2oc(Nc3ccccc3C)nc2c1
5	CS(=O)(=O)NCc1csc(-c2ccccc2)n1
-7	COc1cc(OC)cc(-n2nnnc2SCC(=O)N2CCCC2)c1
-4	Cc1cc(=O)oc(C)c1C(=O)NCCNC(=O)c1c(C)cc(=O)oc1C
10	c1ccc(-c2oc3ncnc(NCCCN4CCOCC4)c3c2-c2ccccc2)cc1
8	Cc1cccc(NC(=O)CSc2nc3c(c(=O)[nH]2)CCCC3)c1C
43	COc1ccc2c(=O)c(C(=O)NCCc3ccc(OC)c(OC)c3)c[nH]c2c1
-9	COc1ccc(-c2ccc(-c3noc(C)n3)c(OC)n2)cc1
-1	Cc1cccn2c(=O)c3cc(C(=O)NCCc4ccccc4)c(=N)n(CCCn4ccnc4)c3nc12
6	COc1ccccc1N1CCN(CCCNC(=O)Nc2ccccc2)CC1
-2	O=C(CCC1COc2ccccc2O1)Nc1cccnc1 (stereo not drawn)
-2	COCc1nnc(SCC(=O)Nc2cccc(Cl)c2C)n1-c1ccccc1
-9	COc1ccc(NC(=O)c2c(NC(=O)CNCc3ccco3)sc3c2CCC3)cc1
-4	COCCCN1C(=O)C(=O)/C(=C(/O)c2ccc(C)cc2)C1c1ccccc1 (stereo not drawn)
2	CC1(C)C2CCC(C2)C1(C)NC(=O)CN1CCOCC1 (stereo not drawn)
11	Cc1[nH]c2ccccc2c1C(=O)CN1CCSCC1
0	CS(=O)(=O)N(Cc1ccc(Cl)cc1)c1ccc(C(=O)Nc2cccnc2)cc1
-1	COCCOc1ccc(C(F)(F)F)cc1Nc1nc2ccccc2o1
-1	CCOP(=O)(c1ccccc1)C1(O)CCCCC1 (stereo not drawn)
-6	C=CCSc1nc2c(c(=O)[nH]c(=O)n2C)n1C(C)C
-1	COC(=O)C1=C(C)N(Cc2ccccc2)C(=NCCc2cccnc2)N[C@H]1c1ccccc1
-1	CC1=C(C(=O)OC(C)C)C(c2ccc(Br)s2)NC(=O)N1 (stereo not drawn)
-15	CCC12CN(S(=O)(=O)c3ccc(C)cc3)CC(CC)(CN(S(=O)(=O)c3ccc(C)cc3)C1)C2=O
-8	Cc1ccc(S(=O)(=O)N2CCc3ccccc3C2CN2C(=O)c3ccccc3C2=O)cc1 (stereo not drawn)
-3	Cc1csc(NC(=O)CCC(=O)N(CC(=O)NC2CCCC2)Cc2ccco2)n1

Molecules shown so far containing bromine, in the order listed:
ARNT TACC3 PPI	SMILES
-72	CC(C)OC(=O)c1cccc(C(=O)Oc2ccc(Br)cc2)n1
-1	CC1=C(C(=O)OC(C)C)C(c2ccc(Br)s2)NC(=O)N1 (stereo not drawn)

Taken from above.
Entry for Cc1cccc(NC(=O)CSc2nc3c(c(=O)[nH]2)CCCC3)c1C under ARNT TACC3 PPI: 8
Entry for CCOP(=O)(c1ccccc1)C1(O)CCCCC1 (stereo not drawn) under ARNT TACC3 PPI: -1

Going on with the list.
ARNT TACC3 PPI	SMILES
3	CCCc1cc(=O)[nH]c(Nc2ccc(O)cc2)n1
0	O=C(ONC1=NCCCCC1)c1ccc(Cl)cc1
3	COC(=O)[C@H](Cc1ccccc1)NC(=O)N1CCN(Cc2ccccc2)CC1
-2	CCCCn1c(Cc2ccccc2)n[nH]c1=S
6	COCCn1cnc2cc(C)c(C)cc21
7	O=C(CSCCc1ccccn1)Nc1ccccn1
-7	C=CCn1c(SC(C)CC)nc(O)cc1=O (stereo not drawn)
-17	CCCCNc1nc(-c2ccccc2)c(C(=O)OCC)cc1C#N
11	COc1ccc(OC)c(-c2cc(C(=O)NCCCn3ccnc3)no2)c1
-4	CCOC(=O)c1sc(NC(=O)c2ccc(S(=O)(=O)N3CCOCC3)cc2)cc1C
4	CCN1C(=O)/C(=C/N2CCc3ccccc32)SC1=S
3	COc1ccc(Nc2cc(C(=O)NCCCN3CCN(C)CC3)c3ccccc3n2)cc1
-6	CCCNC(=O)c1n[nH]c(=O)c2ccccc12
-4	COC(=O)c1ccc(Oc2cc(C)nc(-n3nc(C)cc3C)n2)cc1
-1	CCOc1ccccc1-n1c(SCC(=O)N2CCCC2)nnc1-c1ccoc1C
-2	CCCCN(C(=O)CCC(=O)Nc1cc(C)on1)C(C(=O)NC(C)(C)C)c1cccc(OC)c1OC (stereo not drawn)
0	Cc1ccc(C(=O)c2oc3ccccc3c2N)cc1
-31	O=C(OC1CCCCC1=O)c1cccc(S(=O)(=O)NCc2ccccc2)c1 (stereo not drawn)
-3	O=C(CN1CCN(C(=O)c2ccco2)CC1)Nc1ccc(Cl)c(C(F)(F)F)c1
5	CCCNC(=O)C1CCN(S(=O)(=O)c2ccc(Br)cc2)CC1
-1	CC1(C)Cc2c(c(N3CCOCC3)nc3sc(C#N)c(N)c23)CS1
2	COCCn1nnnc1CN(Cc1ccco1)Cc1cc2cc3c(cc2[nH]c1=O)OCO3
-1	O=C(CCn1cccc1)Nc1cccc(F)c1
2	Cc1ccc(-n2c(C)cc(C(=O)OCC(=O)N(C)C3CCS(=O)(=O)C3)c2C)cc1 (stereo not drawn)
-1	COc1ccc(OC)c(C(c2nnnn2Cc2ccccc2)N2CCN(C3CCCCC3)CC2)c1 (stereo not drawn)
6	COCCn1c(-c2ccco2)nc2nc3ccccc3nc21
-5	C=CCn1c(SCc2nc3ccccc3c(=O)[nH]2)nc2ccccc2c1=O
-4	CSc1ccccc1NC(=S)Nc1cccc(C(F)(F)F)c1
2	CN1C(=O)C2(Nc3ccccc3-c3nc4ccccc4n32)c2ccccc21 (stereo not drawn)
-7	FC(F)(F)c1cccc(NC(=S)N2CCCC2)c1

Five compounds out of the list, ordered by formula weight, lowest first:
ARNT TACC3 PPI	SMILES
7	O=C(CSCCc1ccccn1)Nc1ccccn1
0	Cn1c(=O)c2c(-c3ccccc3)n(N3CCOCC3)cc2n(C)c1=O
-1	CCOc1ccccc1-n1c(SCC(=O)N2CCCC2)nnc1-c1ccoc1C
1	CCOC(=O)c1cc2sccc2n1CC(=O)N1CCN(C(=O)c2ccco2)CC1
2	Cc1ccc(-n2c(C)cc(C(=O)OCC(=O)N(C)C3CCS(=O)(=O)C3)c2C)cc1 (stereo not drawn)

(further entries)
ARNT TACC3 PPI	SMILES
1	CCc1ccc(S(=O)(=O)Nc2c(NC3CCCCC3)c3ccccc3oc2=O)cc1
-6	CC(C)COc1ccc(C(=O)OCCN2CCOCC2)cc1
-3	CCOc1ccc(CCNC(=O)CN2CCN(Cc3ccccc3F)C2=O)cc1OCC
-12	CCn1c(NC(C)=O)nc2ccccc21
9	Cc1cccn2c(=O)c3cc(C(=O)NCc4ccco4)c(=N)n(CCOCCO)c3nc12
-10	CCc1nccn1S(=O)(=O)c1ccc2ccc(C)cc2c1
-3	CCC(=O)N1CCN(c2ccc(NC(=O)c3ccco3)cc2)CC1
3	CCn1c(=N)c(C(=O)NCCCOC)cc2c(=O)n3cccc(C)c3nc21
3	Cc1nc2ccccc2c(=O)n1NC(=O)c1ccccc1Cl
0	COc1ccccc1NC(=O)C/C(N)=N/O
-10	O=C(Cc1ccccc1)NNC(=O)Nc1cccc(Cl)c1
1	CCn1c(Cc2ccccc2)nnc1SCC(=O)Nc1ccc2c(c1)OCO2
8	O=C(COC(=O)C1CCCCC1C(=O)N1CCc2ccccc21)NCc1ccco1 (stereo not drawn)
-5	Cc1nn(CC(=O)N2CCOCC2)c(=O)c2ccccc12
6	O=C(c1cccc(F)c1)N1CCC(N2CCOCC2)CC1
-7	O=C(O)CN(c1ccccn1)S(=O)(=O)c1ccc(Cl)cc1
-2	O=C(O)CSc1nnc(-c2cccnc2)n1Cc1ccccc1
-6	O=C(NCc1ccco1)C1CCN(C(=O)Cc2ccccc2)CC1
5	CCN1C(=O)c2cccc3c(NC(=O)c4ccccc4)ccc1c23
4	CCC1C/C(=C\c2cc(OC)c(OC)cc2OC)C(=O)/C(=C/c2cc(OC)c(OC)cc2OC)C1 (stereo not drawn)
17	CCN(CC)C(=O)CCNS(=O)(=O)c1ccc(C)cc1
1	O=C(NCc1ccc(F)cc1Cl)C1CCN(S(=O)(=O)N2CCC3(CC2)OCCO3)CC1
-10	CS(=O)(=O)N1CCCC(C(=O)NCc2ccc(F)cc2)C1 (stereo not drawn)
4	Cc1c(C(O)CN2CCC(C(N)=O)CC2)c2ccccc2n1C (stereo not drawn)
0	COc1ccc(CCNC(=O)CSc2nc(N)c3c(C)c(C)oc3n2)cc1OC
7	Cn1nnnc1SCc1ccc(F)cc1
-1	O=C(CC(c1ccccc1)c1ccccc1)Nc1ccc2c(c1)OCCO2
3	Cc1ccc([N+](=O)[O-])cc1NC(=S)NC(=O)CC(C)(C)C
-6	CCCCn1c(-c2nonc2N)nc2ccccc21
-2	Cc1cc(CSc2ccccc2)ccc1NC(=O)c1ccc(Cl)c([N+](=O)[O-])c1
-8	CCCc1cc(=O)[nH]c(SCc2cccnc2)n1
9	O=C(CC1Nc2ccccc2NC1=O)NCc1cccnc1 (stereo not drawn)
-3	COc1ccc(-c2cc(C(F)(F)F)nc(N3CCOCC3)n2)cc1OC
2	CCCc1nnc(SCC(=O)N2CCCC2)n1CC1CCCO1 (stereo not drawn)
5	O=C(CSc1nnnn1-c1ccccc1)Nc1nsc(-c2ccccc2)n1
-9	O=C(CCCc1nc2ccccc2s1)N1CCN(S(=O)(=O)c2cccs2)CC1
-9	COC(=O)c1c(C(=O)OC)c(-c2ccccc2)n2c1CS(=O)(=O)C2
-4	COc1ccc(CN2c3c(Br)cccc3C(=O)CS2(=O)=O)cc1
1	CSCC[C@H](NC(=O)Nc1ccc(C)cc1C)C(=O)O
-16	COc1cccc(C(=O)Nc2ccc(NC(=O)C(C)(C)C)cn2)c1
-2	CCOC(=O)N1CCC(NC(=O)CN(C)S(=O)(=O)c2cc3c(cc2Cl)NC(=O)CO3)CC1
-20	Cc1cc(OCn2ccc(C(=O)O)n2)ccc1Cl
-7	Cc1cc(C)n(-c2nc3c(c(=O)[nH]c(=O)n3C)n2C(C)C)n1
9	CN(CC(=O)Nc1sccc1C#N)C1CCCCC1
1	Clc1ccc(-c2csc(N3CCC(c4ccccc4)C3)n2)cc1 (stereo not drawn)
5	CC(=O)N1CCN(c2nc3cc4c(cc3nc2NS(=O)(=O)c2ccccc2)OCCO4)CC1
-3	CCOc1ccccc1N1CC(C(=O)Nc2nccs2)CC1=O (stereo not drawn)
11	CCOc1ccc2c(c1)-c1c(ssc1=S)C(C)(C)N2
2	COc1ccc(NC(=O)c2sc3cc(C(F)(F)F)cnc3c2-c2cccs2)cc1
-8	O=C(O)c1ccc(N(c2ccccc2)c2ccccc2)cc1
